Source: PubChem
PriA SSB inh: blocks PriA binding to SSB C-terminal tail; inhibition, % at 33 µM; AlphaScreen SSBct-PriA binding, biotinylated peptide; 430,000 compounds, 0.6% hits; AID 1272365; in the data active = inhibition mostly above about 37%, no sharp cut-off; inactive = mostly below about 20%;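 note: plate controls were negative control peptide for no effect and reference peptide for full effect; strong numbers were not always called active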
An asterisk follows results filed as active; & = joins results of further samples. Only part of the results is shown. The share of hits here may be higher or lower than overall.

SMILES	PriA SSB inh
NC(N)=NN=C(N=Nc1ccccc1)c1ccc(Cl)cc1	35.2
CCc1cccc(Nc2nc(C)cc(=O)n2CC(=O)Nc2cccc(SC)c2)c1	-28.0
CC(=NNC(=O)c1cc2c(s1)CCC(C)C2)c1ccc[nH]1 (stereo not drawn)	-4.8
COc1ccc(S(=O)(=O)NCCN2CCN(c3ccccc3F)CC2)cc1	-15.0
CC12CCC3C(CCC4C/C(=N\N)CCC43C)C1CCC2O (stereo not drawn)	3.0
CCOc1ccccc1CNC(=O)CCc1nnc2ccc(-c3ccc(C)cc3)nn12	4.0
O=C1CCC(=O)N1C1CN(S(=O)(=O)/C=C/c2ccccc2)C1	-14.0
O=C(Cc1ccsc1)Nc1ccccc1Cc1nc(-c2ccncc2)no1	5.0
O=C(Nc1ccc2c(c1)CN(C(=O)c1cccs1)CC2)c1ccc(-c2ccsc2)cc1	-3.0
COc1ccc2c(c1)CCCC2(O)CNC(=O)C(=O)Nc1cccc(Cl)c1C (stereo not drawn)	-20.0
CCOC(=O)c1cccc(NC(=O)C2CCN(c3c(C#N)cnc4ccc(F)cc34)CC2)c1	-2.0
COc1cc(NS(=O)(=O)c2ccc(NC(=O)c3ccc(S(=O)(=O)N4CCCc5ccccc54)cc3)cc2)nc(OC)n1	1.0&2.0
Cn1c(SCC(=O)NN=Cc2ccc([N+](=O)[O-])s2)nnc1-c1ccc(Cl)cc1	4.3
Cc1ccc(S(=O)(=O)N2CCN(CC(=O)NN=Cc3cccnc3)CC2)cc1	-12.2
O=C(COc1ccccc1F)N1CCC(c2ccsc2)CC1	-8.0
O=C(NCCC1CCCCN1S(=O)(=O)c1cccs1)C(=O)NCc1ccccn1 (stereo not drawn)	-18.0&-2.0
CS(=O)(=O)c1ccc(-c2cccc(NC(=O)c3ccc(S(=O)(=O)N4CCOCC4)cc3)c2)nn1	-6.0
Cc1ccc(S(=O)(=O)NCC(=O)N2CCOC(c3ccccc3)C2)s1 (stereo not drawn)	-18.0
O=C(NCCn1ncccc1=O)Nc1ccc(F)c(F)c1	-11.0&-8.0
CCCCC(=O)NN=Cc1sccc1C	-4.9
O=C(OCN1C(=O)c2ccccc2C1=O)c1ccc(Br)o1	-5.0
O=C(Nc1nnc(-c2ccc3c(c2)OCO3)o1)C1CCCC1	2.0
COc1ccc(C2NC(=O)C(=O)C2=C(O)c2ccc(Cl)cc2)cc1OC (stereo not drawn)	5.5
Cc1nc(-c2cccc(NC(=O)C3CSCCC(=O)N3)c2)cs1 (stereo not drawn)	-23.0
Cn1cc(CC(=O)N2CCCCC2c2cc(C(N)=O)n[nH]2)c2ccccc21 (stereo not drawn)	-8.0
O=C(NCCn1ccn2nccc12)C1(c2ccc(Cl)cc2)CCCC1	-15.0
CN(C)c1cncc(O[C@H]2CCN(C(=O)COCc3ccccc3)C2)n1	0.0
CN(C)C(C#N)c1ccco1 (stereo not drawn)	34.0
Cc1ccccc1C(=O)Nc1cccc(C(=O)NN=Cc2ccc3c(c2)OCO3)c1	10.5
O=C(COc1ccccc1F)Nc1ccccc1Cc1nc(-c2cccnc2)no1	-7.0
S=c1[nH]nc(-c2ccccc2Cl)n1N=C/C=C/c1ccco1	5.2
Fc1cccc(CSc2ccc(-c3cccnc3)nn2)c1	-13.0
Cc1cc(C)c(C)c(S(=O)(=O)NCC(=O)N2CCN(C(=O)c3ccco3)CC2)c1C	-1.0
O=C(NCCC1=CCCCC1)C(=O)Nc1cccc(N2CCCS2(=O)=O)c1	-7.0
O=C([C@@H]1CC=CCC1)N1CCC(Oc2ncccc2Br)CC1	-20.0
O=C(NCCn1ncc2c(=O)n(Cc3ccccc3)cnc21)c1ccccc1C(F)(F)F	-24.0
COc1ccc(-c2cc(C(=O)NN=Cc3cccnc3)c3ccccc3n2)cc1	-6.8
Cc1nc(C(=O)NCCn2ncc3c(N4CCN(c5ccccc5)CC4)ncnc32)cs1	-12.0
CN(C)N=Cc1c(O)ccc2ccccc12	39.3
COc1ccccc1N1CCN(C(=O)c2cccc3sc(N4CCCc5ccccc54)nc23)CC1	-15.0
CN(C)S(=O)(=O)c1ccc(C(=O)Nc2ccc(CC(=O)NCc3cccs3)cc2)cc1	-1.0
CCOc1cc(-c2nnc(N)o2)cc(OCC)c1OCC	-4.0&14.0
CN(C)c1cccc(C(=O)NC[C@@](O)(c2ccccc2)C2CC2)c1	-1.0
O=C(O)c1cc(-c2ccccc2)nc(=O)[nH]1	3.0
Cc1nnc(-c2ccc(OCC(=O)Nc3ccccc3C(F)(F)F)cc2)o1	-7.0
C[C@H]1CCCN(C(=O)CSCC(=O)Nc2nc(-c3ccc4c(c3)OCO4)cs2)C1	0.0
CC(C)CCN1C(=O)C(C)(C)COc2ccc(NS(=O)(=O)Cc3ccc(F)cc3)cc21	-14.0
CC(C)NC(=O)C[C@@H]1Sc2ccc(C(F)(F)F)cc2NC1=O	-20.0
O=C(CCSc1ccccc1)Nc1cc2ccccc2cc1NC(=O)CCSc1ccccc1	-29.0
COc1ccc2[nH]cc(CCNC(=O)c3nnn(Cc4ccccc4)c3-n3cccc3)c2c1	8.0
O=C(Cc1noc2ccccc12)Nc1ccn2nccc2c1	-3.0
CCC(C)(C)C1CCc2sc3ncnc(N=Nc4c(O)[nH]c5ccccc45)c3c2C1 (stereo not drawn)	-3.0
Cc1ccc(S(=O)(=O)NCCOc2ccc3nnc(-c4ccccc4Cl)n3n2)s1	-3.0
O=C(CSc1nccnc1N1CCCCC1)NCCc1ccc(Cl)cc1	-21.0
CC(CC(=O)Nc1ccc(N(C)C)cc1)=NNC(=O)c1cnccn1	36.0
Cc1ccc(S(=O)(=O)Oc2ccc(C=NNC(=O)c3nn(C)cc3Cl)cc2)cc1	-8.2
O=C(NCc1ccccc1Cl)C(=O)NCC(c1ccsc1)N1CCCCCC1 (stereo not drawn)	-21.0
CCOC(=O)CCNC(=O)N1CCc2nc3ccc(Cl)cn3c(=O)c2C1	-8.0
O=C(COc1ccc(Cl)cc1)NCc1nnc(SCc2ccc(C(F)(F)F)cc2)n1-c1ccc([N+](=O)[O-])cc1	3.0
CCOC(=O)c1c(S(=O)(=O)Nc2ccc(OC)c(Cl)c2)n[nH]c1C	2.0

(further entries)
SMILES	PriA SSB inh
Cc1c(C(=O)O)sc2nc(-c3ccccc3)cn12	-16.0
O=C(O)c1cc(NN=Cc2ccc(-c3ccc(F)cc3)o2)ccc1Cl	3.7
O[C@H](COCCOc1ccc(Cl)cc1)CN1CCN(c2cccc(C(F)(F)F)c2)CC1	-14.0
Nc1nonc1-n1nnc(C(=O)NN=Cc2cccc(F)c2)c1CN1CCCC1	-3.6
CC1CCCCC1NC(=O)C(=O)c1cn(CC(=O)N2CCCCC2)c2ccccc12 (stereo not drawn)	0.0
O=C(COc1ccc(F)cc1)NCC1CCN(Cc2ccccc2)CC1	-1.0
O=C(Nc1cccc(-c2nc3cccnc3s2)c1)Nc1cccs1	2.0
Cc1ccc(Cl)c2sc(N3CCN(C(=O)C4=COCCO4)CC3)nc12	-15.0
COc1ccc(O)c(C=NNC(=O)c2cc(=O)[nH]c3ccccc23)c1	-3.8
CCn1c(C2CCN(C(=O)C3(c4ccccc4)CCOCC3)CC2)nn(CCOC)c1=O	-3.0
Cc1cc(NS(=O)(=O)c2ccc(NC(=O)c3ccc(N4CCOCC4)nn3)cc2)nc(C)n1	-7.0
O=C(NC[C@@H](O)Cc1ccccc1)c1cccc(Br)c1	-9.0
C=CCc1cccc(C=NNC(=O)CCC(=O)Nc2ccc(F)cc2)c1O	-10.3
CCn1c(SCC(=O)Nc2ccccc2OC)nnc1-c1ccccn1	40.0
O=C(NCC#CCN1CCOCC1)C1CC(=O)N(c2cccc(Br)c2)C1 (stereo not drawn)	-15.0
O=C(CSc1nc(=O)[nH]c2c1CCCC2)NCC1CCCO1 (stereo not drawn)	-3.0
O=C(NCC1CCN(c2cnccn2)CC1)C1(c2ccccc2)CCOCC1	-10.0
COc1ccc(CCNC(CC(=O)Nc2ccc(C)c(Cl)c2)C(=O)O)cc1OC (stereo not drawn)	0.0
Cc1nc(N2CCC(NC(=O)CSc3c[nH]c4ccccc34)CC2)cc(C(F)(F)F)n1	-4.0
Cc1[nH]c2ccccc2c1C=NNC(=O)c1cccs1	14.8
COc1ccc(N(CC(=O)NN=C(C)c2ccc(OC)c(OC)c2)S(=O)(=O)c2ccccc2)cc1	-15.9
CC(=NNC(=O)Cc1ccc(F)cc1)c1ccc(F)cc1	-1.9
O=C(Nc1cccc(-c2cn3cccnc3n2)c1)c1cc(Br)ccc1Cl	-10.0
Cc1cc(NC(=O)c2ccc(-n3cncn3)nn2)no1	-1.0
O=c1c2ccccc2n(Cc2nc(-c3cccc(C(F)(F)F)c3)no2)c(=O)n1CC1CCCO1 (stereo not drawn)	-7.0
Cc1nnc2ccc(OCCNS(=O)(=O)c3ccc(F)c(Cl)c3)nn12	-1.0
O=S(=O)(N=C(Sc1ccccc1)c1ccccc1)c1ccc(Cl)cc1	3.1
O=C(NCc1ccccc1)c1ccc2c(c1)OCO2	0.0
CC(Sc1nc2ccccc2[nH]1)c1ccccc1 (stereo not drawn)	-24.0
Cc1cc(C)c(C#N)c(=O)[nH]1	-6.0&4.0
O=C(O)c1c[nH]c(=O)[nH]1	-21.0
O=C(NCCn1ncc2c(N3CCN(Cc4ccccc4)CC3)ncnc21)c1ccc2ccccc2c1	9.0
CCOC(=O)c1oc2ccccc2c1NC(=O)c1cc(C)no1	-4.0
O=C(Cn1ncc2c(c1=O)N(C1CC1)C(=O)CS2)NC1CCCCC1	-3.0
CCOc1ccc(NC(=O)C2(c3cccs3)CCCC2)cc1	-6.0
COc1ccccc1-c1ccc(N2CCN(C(=O)COc3ccccc3)CC2)nn1	2.0
CC(C)Oc1ccc(C=NNC(=O)c2nnn(-c3nonc3N)c2CN(C)c2ccccc2)cc1	-4.9
COc1ccc(NC(=O)CN2CCc3[nH]c4c(C)c(Cl)ccc4c(=O)c3C2)cc1Cl	-12.0
O=C1NC(=O)C(=Cc2ccccc2)C(=O)N1	4.0
CCN(C(=O)c1ccc(Cl)c([N+](=O)[O-])c1)C1CCS(=O)(=O)C1 (stereo not drawn)	10.0
Cn1nc(CNS(=O)(=O)c2ccc3oc(=O)[nH]c3c2)c2c1CCCC2	-19.0
COC(=O)CSc1cccc2cccnc12	37.9
NS(=O)(=O)c1ccc(NC(=O)c2cccc(OCc3ccccc3)c2)cc1	-14.0
Cc1cccc(NC(=O)CCC(=O)NN=Cc2ccco2)c1	-3.2
CC(=NNc1cccc(Cl)c1)c1ccc(-n2ccnc2)cc1	13.5

An excerpt from above in order of number of heavy atoms, descending.
SMILES	PriA SSB inh
O=C(NCCn1ncc2c(N3CCN(Cc4ccccc4)CC3)ncnc21)c1ccc2ccccc2c1	9.0
CC(C)Oc1ccc(C=NNC(=O)c2nnn(-c3nonc3N)c2CN(C)c2ccccc2)cc1	-4.9
COc1ccc(NC(=O)CN2CCc3[nH]c4c(C)c(Cl)ccc4c(=O)c3C2)cc1Cl	-12.0
O=C(Cn1ncc2c(c1=O)N(C1CC1)C(=O)CS2)NC1CCCCC1	-3.0
CCOC(=O)c1oc2ccccc2c1NC(=O)c1cc(C)no1	-4.0
CC(=NNc1cccc(Cl)c1)c1ccc(-n2ccnc2)cc1	13.5
O=C1NC(=O)C(=Cc2ccccc2)C(=O)N1	4.0

Further results.
SMILES	PriA SSB inh
C(/C=C/c1ccccc1)=NNc1nc2ccccc2[nH]1	28.0
Cc1ccc(S(=O)(=O)Nc2nc(CCC(=O)NCc3ccc(Cl)cc3)cs2)cc1	-6.0
O=C(NCCn1nc(-c2cccs2)n(C2CC2)c1=O)c1csc(-c2ccccc2)n1	-11.0
COCC(C)NC(=O)c1cc(-c2ccc(F)cc2)nc2c1c(C)nn2C1CCS(=O)(=O)C1 (stereo not drawn)	-5.0
CCOc1ccc(C2C(=C(O)c3ccc(F)cc3)C(=O)C(=O)N2CCCN(C)C)cc1 (stereo not drawn)	-13.6
CC1(C)Cc2cccc(OCc3ccc(C(=O)NCCN4CCOCC4)cc3)c2O1	-8.0
COc1ccc2c(CC(=O)N3CCc4ccccc4C3)cc(=O)oc2c1	-30.0
COc1ccc2c(c1)SC1=N[C@](c3ccc(C)cc3)(C(F)(F)F)NC(=O)N12	-6.0
O=C(CSc1nnc2scc(-c3ccccc3)n12)Nc1ccccc1F	-6.0
CO[C@@H](CNC(=O)C(=O)Nc1ccc(C)c(F)c1)c1ccc(Cl)s1	5.0
COc1ccccc1C(=O)NCC(=O)NN=C(C)Cc1ccccc1	12.6
Cc1cccc(C(=O)Nc2nc(-c3ccc4c(c3)OCO4)cs2)c1	-11.0
O=C(NCCOC(=O)c1ccccc1Cl)c1cccnc1	-5.0
O=C(NCCOc1ccc(F)cc1)c1ccc([N+](=O)[O-])cc1	-13.0
Oc1ccc(C=NN2CCCCC2)c(O)c1O	-4.9
CC(C)NC(=O)Cc1cc(=O)[nH]c(SCc2ccc(F)cc2)n1	-7.0
CCOC(=O)c1cn[nH]c1S(=O)(=O)N1CCN(c2cccc(OC)c2)CC1	-7.0
CCOc1cc(C=Nn2cnnc2)ccc1OS(=O)(=O)c1ccc(C)cc1	-2.0
CS(=O)(=O)N1CCC(C(=O)NCC2CCN(c3ncccc3C#N)CC2)CC1	-2.0
COc1cccc(NC(=O)C2CCCN2S(=O)(=O)c2ccc(C)cc2)c1 (stereo not drawn)	-12.0
CCOc1ccc(NC(=O)Nc2c(C)nc3cc(C)ccn3c2=O)cc1	14.0
CCOC(=O)c1sc(NC(=O)c2cccc(OC)c2)nc1-c1ccccc1	-6.0
Cc1[nH]c2ccccc2c1C=NNC(=O)c1cccc(F)c1	-5.4
CN(C[C@H]1Cc2ccccc2CO1)C(=O)c1nc2ccccc2s1	-16.0
CCOc1ccc(NC(=O)NC2(c3nc(C)no3)CCCCC2)cc1	-6.0

Laid out differently: 3 of the compounds above
| SMILES | PriA SSB inh |
| --- | --- |
| CS(=O)(=O)N1CCC(C(=O)NCC2CCN(c3ncccc3C#N)CC2)CC1 | -2.0 |
| CN(C[C@H]1Cc2ccccc2CO1)C(=O)c1nc2ccccc2s1 | -16.0 |
| CCOC(=O)c1sc(NC(=O)c2cccc(OC)c2)nc1-c1ccccc1 | -6.0 |
